TcdB GH inh: TcdB glycohydrolase inhibition; hit rate 0.24% among 350,000; P18177; TcdB glycohydrolase enzymatic assay, plate reader; inhibition, % at 9.99 µM; in the data active means inhibition above about 10%
MazEF act: increases E. coli MazEF RNase cleavage of RNA | P0AE70 | FAM/BHQ RNA-DNA oligo cleavage fluorescence, 5 h | AID 504720 | activation, % at 20 µM | hit rate 0.32% among 350,000; in the data active means activation above about 50%
BH1578 lux ind: inducers of Vibrio cholerae quorum light production without autoinducers; V. cholerae BH1578 lux reporter, luminescence, 6 h; hit rate 0.16% among 350,000; activation, % at 18.7 µM; AID 588436; in the data active means activation mostly above about 9.7%, no sharp cut-off; further: not every result past the cut was called active; inactives centre near 0; reference of the scale not given here
Y pestis TopoI: inhibitors of Yersinia pestis topoisomerase I | Y. pestis Topo-I cleavage product accumulation, plate reader | activity, % at 10 µM | hit rate 0.064% among 360,000 | AID 504884; in the data active means activity above about 50%, passing the limit was not always enough; further: inactives centre near 2
CCHF vOTU inh: CCHFV vOTU protease inhibition | Pep-AMC fluorescence | inhibition, % at 11.5 µM | hit rate 0.55% among 370,000; in the data active means inhibition above about 30%; further: 0% = vehicle wells with enzyme and 100% = no enzyme wells
PrPC surface inh: reduces human prion protein on the cell surface; P04156; cell surface PrPC, TR-FRET read-out; inhibition, % at 13.8 µM; hit rate 0.43% among 370,000; AID 720596; in the data active means inhibition above about 24%; further: 0% = median of the test wells and 100% = reference compound wells
PriA SSB inh: blocks PriA binding to SSB C-terminal tail; hit rate 0.6% among 430,000; AlphaScreen SSBct-PriA binding, biotinylated peptide; inhibition, % at 33 µM; in the data active means inhibition mostly above about 37%, no sharp cut-off; inactive means mostly below about 20%;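 further: plate controls were negative control peptide for no effect and reference peptide for full effect; strong numbers were not always called active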
DUSP3 inh: blocks human VHR1 dual specificity phosphatase; P51452; recombinant VHR phosphatase, pNPP absorbance; inhibition, % at 13.3 µM; hit rate 0.52% among 290,000; in the data active means inhibition above about 50%; further: some compounds called inactive have numbers as strong as hits
Rv3671c protease: Rv3671c (M. tuberculosis) protease inhibition. P9WHR9. inhibition, % at 5.96 µM. hit rate 0.048% among 320,000. AID 2606; in the data active means inhibition above about 38%;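 further: extracellular domain of Rv3671c used as enzyme; 0% = enzyme with DMSO and 100% = no enzyme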
3CLpro inhibitor: SARS-CoV 3CLpro protease inhibition; P0C6X7; recombinant SARS-CoV 3CLpro, quenched FRET peptide cleavage; inhibition, % at 6 µM; hit rate 0.14% among 290,000; in the data active means inhibition above about 12%
Numbers without * were called inactive; i = inactive; x = not tested or not shown; & = joins results of further samples. Not all compounds are listed; the hit share may differ from the screen's.

SMILES	TcdB GH inh	MazEF act	BH1578 lux ind	Y pestis TopoI	CCHF vOTU inh	PrPC surface inh	PriA SSB inh	DUSP3 inh	Rv3671c protease	3CLpro inhibitor
CCC1COCCS(=O)(=O)N1Cc1ccccc1F (stereo unspecified)	1.0	-6.9	i	-12.0	-1.6	-4.8	1.3	5.0	-3.9	6.8
CCOc1ccccc1OCCCC(=O)NNC(=O)c1ccc(F)cc1	0.8	6.8	-0.8	-2.1	12.5	-2.7	-12.1	x	7.4	x
O=C(NCCN1CCOCC1)C(=O)NCC1OCCN1S(=O)(=O)c1ccccc1 (stereo unspecified)	-0.2	2.8	0.7	4.2	8.0	1.6	1.6	-3.0	1.5	5.9
CCOc1ccc(OCc2cccc(C(=O)N3CCCC3)c2)cc1	1.7	-11.2	-12.1	10.7	-10.3	-2.1	-15.1	1.8	5.1	-5.0
Cc1c(Cl)c([N+](=O)[O-])nn1CC(=O)NCc1cccnc1	0.1	1.7	-1.0	-0.2	0.1	-13.7	-15.7	6.9	-3.4	2.0
CN(/C(=N\S(=O)(=O)c1ccccc1)C(F)(F)F)c1ccccc1	x	1.0	0.4	1.4	4.0	-9.3	x	20.8	-6.7	0.5
O=C(c1ccccc1)c1cc(-c2ccccn2)c(N2CCOCC2)s1	x	-1.3	i	11.6	-3.7	10.0	-16.6	7.6	1.2	2.3
COc1ccc(-c2c(-c3ccsc3)oc(=O)c3cc(OC)c(OC)cc23)cc1	1.0	-6.3	i	6.0	-3.7	0.4	-10.1	x	-6.1	x
CCCNC(=S)Nc1ccccc1	1.5	12.0	-0.6	3.2	-10.0	6.8	-20.4	35.4	-1.0	1.4
CC(=O)Nc1ccc(S(=O)(=O)N2CCN(Cc3cccc([N+](=O)[O-])c3)CC2)cc1	0.1	3.9	-0.2	-0.4	3.5	8.6	-4.5	13.0	-4.2	-0.3
CCNC(=O)CCSc1nnc(-c2ccncc2)o1	0.7	3.0	-0.3	8.0	-8.1	-1.5	-2.0	22.5	-3.5	3.9
O=C(CN1C(=O)CSc2ccc(S(=O)(=O)N3CCOCC3)cc21)NCCc1ccccc1	2.0	-4.0	i	5.2	-3.7	0.2	x	x	x	x
O=C(Nc1nccs1)C1(c2ccc(Cl)cc2)CC1	1.9	4.8	-0.2	0.9	-0.3	11.2	-3.4	-6.0	5.3	6.9
COc1ccc(Cl)cc1C1=NOC2(CCC2)C(=O)N1Cc1cccc(C#N)c1	0.2	x	i	24.3	2.9	1.3	x	x	x	x
O=C(CCNC(=O)c1ccc(Br)cc1)Nc1cccc(S(=O)(=O)N2CCCC2)c1	0.4	-0.8	i	23.6	3.2	4.2	1.6	x	-1.8	x

Record cards, from the list above. Screens in order: TcdB GH inh	MazEF act	BH1578 lux ind	Y pestis TopoI	CCHF vOTU inh	PrPC surface inh	PriA SSB inh	DUSP3 inh	Rv3671c protease	3CLpro inhibitor
CCOc1ccccc1OCCCC(=O)NNC(=O)c1ccc(F)cc1 reads 0.8	6.8	-0.8	-2.1	12.5	-2.7	-12.1	x	7.4	x
Cc1c(Cl)c([N+](=O)[O-])nn1CC(=O)NCc1cccnc1 reads 0.1	1.7	-1.0	-0.2	0.1	-13.7	-15.7	6.9	-3.4	2.0

Returning to the listing, starting 3 compounds before the break.
SMILES	TcdB GH inh	MazEF act	BH1578 lux ind	Y pestis TopoI	CCHF vOTU inh	PrPC surface inh	PriA SSB inh	DUSP3 inh	Rv3671c protease	3CLpro inhibitor
O=C(Nc1nccs1)C1(c2ccc(Cl)cc2)CC1	1.9	4.8	-0.2	0.9	-0.3	11.2	-3.4	-6.0	5.3	6.9
COc1ccc(Cl)cc1C1=NOC2(CCC2)C(=O)N1Cc1cccc(C#N)c1	0.2	x	i	24.3	2.9	1.3	x	x	x	x
O=C(CCNC(=O)c1ccc(Br)cc1)Nc1cccc(S(=O)(=O)N2CCCC2)c1	0.4	-0.8	i	23.6	3.2	4.2	1.6	x	-1.8	x
COc1ccc(OC)c(NC(=O)CSc2ccc3nnc(-c4cccnc4)n3n2)c1	1.4	-3.8	i	-10.3	8.0	-1.5	-5.3	19.0	1.6	3.7
CCOc1ccc(S(=O)(=O)N2CCCCC2)cc1NC(=O)C1COc2ccccc2O1 (stereo unspecified)	3.4	-8.7	-5.5	6.1	8.3	-7.6	-14.6	x	-20.8	x
Cc1onc(-c2ccccc2)c1C(=O)OCC(=O)Nc1ccc(C#N)cc1	1.8	4.7	i	-4.1	4.6	8.1	-2.8	x	-8.8	x
CC(=O)OCC1=C(C(=O)O)N2C(=O)C(NC(=O)Cn3nc(C(F)F)c(Cl)c3C)C2SC1 (stereo unspecified)	0.3	6.1	0.0	1.2	-6.7	-3.8	-2.5	7.2	-3.6	-2.5
O=C(NCc1ccccc1)C1(CC2CC(c3ccccc3)=NO2)CCNCC1 (stereo unspecified)	0.5	5.6	-8.1	10.4	-0.7	-11.9	19.3	x	0.8	x
COc1ccc(N2CCN(C(=O)c3ccc4c(c3)OCO4)CC2)cc1	x	5.1	3.2	6.1	8.8	1.2	10.2	27.1	0.4	-0.4
CCOP(=O)(c1c(F)c(F)c(F)c(F)c1F)C(O)c1ccccc1 (stereo unspecified)	x	-0.2	i	-4.9	2.1	3.2	-6.1	14.7	-7.2	2.5
CCOCCCNS(=O)(=O)c1ccc(NC(=O)c2ccccc2)cc1	1.6	-16.2	-0.1	0.4	8.3	8.4	-3.6	0.1	-6.0	-2.1
CCc1c(C(=O)N/N=C/c2ccc(OCc3ccc(F)cc3)c(OC)c2)nnn1-c1nonc1N	0.1	7.2	i	2.2	-10.7	0.7	x	25.5	-1.3	9.7
COC(=O)c1ccc(/C=N/NC(=O)CCSc2nc3ccccc3s2)cc1	1.1	x	x	x	-8.8	-1.0	x	-7.5	-6.0	-0.1
COc1ccc(CSCCc2n[nH]c(=S)n2-c2ccccc2)cc1	0.8	16.5	-1.6	0.0	-10.8	9.0	4.1	16.6	6.5	-2.1
O=c1c(C=Nc2cccc(C(F)(F)F)c2)c[nH]n1-c1cccc(Cl)n1	x	-0.8	-1.5	-2.2	-1.7	-3.3	-5.9	-7.7	8.6	1.9
Oc1ccc(/C=N/n2c(-c3ccco3)csc2=Nc2cccnc2)c(O)c1	x	10.0	i	-22.1	15.6	-13.8	x	-7.4	10.7	5.4
Cc1cccnc1NC(=O)c1ccc(NS(=O)(=O)c2ccc3[nH]c(=O)[nH]c3c2)cc1	0.0	0.9	i	10.6	3.1	2.2	-3.6	x	3.9	x
CCOc1ccc(-c2cccc(NC(=O)c3ccco3)c2)nn1	-0.2	3.3	-0.7	-9.9	-5.5	4.6	13.0&-2.5	x	-5.7	x
O=C(CSc1ncnc2c1oc1ccccc12)NC1CCCC1	0.8	4.2	0.7	2.5	2.3	4.4	-18.3	11.0	-12.3	-8.4
O=c1[nH]c(CSc2ncnc3sc(-c4ccccc4)cc23)nc2ccccc12	0.8	-21.2	-0.3	-0.2	13.6	4.5	-7.6	5.9	-7.9	0.4
O=C(COC(=O)c1cc(=O)[nH]c2ccccc12)NC1CCCCCCC1	0.5	6.9	-0.5	17.5	-15.8	-2.2	-5.4	3.5	1.7	-0.6
COC(=O)C1=C(c2ccc(OC)c(OC)c2)C[C@@H]2CC[C@H]1N2C(=O)NCC1CC1	0.4	3.5	-1.2	-6.0	6.3	0.7	-15.7	x	0.9	x
Cn1c(C(=O)N2CCC(C(N)=O)CC2)cc2c(=O)n(C)c3ccccc3c21	-0.6	0.8	0.4	5.8	2.6	1.1	2.2	16.6	5.8	-2.9
CC(C)N1CCCC(C)(C(=O)Nc2nc3ccccc3n2C)C1 (stereo unspecified)	0.1	x	-3.0	2.1	5.7	-5.9	x	x	x	x
COc1cc(/C=C2\SC(=S)N(CC(=O)NC(C)(C)C)C2=O)cc(OC)c1OC	0.8	-4.8	-0.1	-7.4	22.2	5.5	12.1	21.9	x	-2.4
COCCn1c(SCC(=O)NCC(c2ccccc2)N(C)C)nc2sc3c(c2c1=O)CCC3 (stereo unspecified)	1.2	4.0	-3.3	13.0	12.7	-2.6	-5.9	x	x	x
CCCNC(=O)C1(C)CCN(Cc2ccc3ccccc3c2Br)C1 (stereo unspecified)	0.3	x	-4.5	31.5	10.5	12.6	x	x	x	x
CCCCCn1c(=O)c(C(=O)NCc2ccc(Cl)cc2)c(O)c2ccccc21	0.9	2.9	-0.3	5.9	9.9	-5.8	-3.7	24.0	3.8	2.9
CNC(=O)c1ccccc1NC(=O)c1ccco1	x	8.8	i	2.3	-8.5	-2.8	0.4	-13.9	-14.2	-9.2
Cc1ccc(-n2nnnc2SC(C)C(=O)Nc2ccccc2-c2ccccc2)cc1 (stereo unspecified)	0.8	-2.6	-0.4	12.3	3.3	9.7	-20.9	28.2	-0.2	4.1
COc1cccc(-n2nc(C#N)c(Cl)cc2=O)c1	1.1	-1.1	-0.4	-10.5	6.1	-26.3	-9.9	27.4	x	0.8
COc1ccc(C(=O)C(C)OC(=O)c2sc(C)nc2C)cc1 (stereo unspecified)	-0.9	11.3	-2.1	-1.4	5.2	-1.1	3.9	x	-9.2	x
CCOC(=O)c1sc(NC(=O)C(CC)Sc2nccn2C)nc1C (stereo unspecified)	x	4.1	-1.5	-6.0	7.8	2.9	-4.7	18.8	1.2	3.2
CCCc1nc(SCC(=O)N2c3ccccc3CC2C)c2c(C)c(C)sc2n1 (stereo unspecified)	x	-2.3	i	13.1	2.6	3.5	-24.4	18.8	-11.0	0.6
O=C(NCCC1=CCCCC1)c1ccc2c(=O)n3c(nc2c1)CCCCC3	2.4	4.8	-0.2	20.3	2.0	-1.6	-15.3	8.7	-15.6	x
CCN(CC)S(=O)(=O)c1ccc2oc(C(=O)NCc3ccc(F)cc3)c(C)c2c1	x	-3.0	i	19.1	6.7	10.4	-7.1	6.4	-28.4	-0.4
Cc1ccc(/C=C/C(=O)O)cc1S(=O)(=O)N1CCc2ccccc2C1	-0.4	9.2	-0.2	-9.5	-10.9	3.0	2.6	13.0	7.1	-1.2
CS(=O)(=O)c1ccc2nc(NC(=O)c3ccco3)sc2c1	0.4	1.6	-0.3	-2.8	19.8	-9.0	-9.5	29.6	1.1	-6.8
CCNC(=O)C/C(C)=N/NC(=O)C(=O)Nc1ccc(CC)cc1	-0.9	0.2	-0.2	0.0	-1.9	1.6	x	-9.8	-3.7	1.6
CCCSc1nsc(NC(=O)CC)n1	3.6	-4.8	0.2	-11.5	9.6	5.4	-14.0	24.5	3.3	0.0
N#CCN1CCN(CC(=O)c2ccc(Br)cc2)CC1	0.0	0.7	-0.5	-1.0	17.5	-3.0	-3.6	10.0	-12.5	-5.3
CN1CCN(c2nnc(-c3ccc(F)cc3)c3ccccc23)CC1	1.7	-1.9	-0.1	0.4	4.4	-1.4	5.4	35.6	-0.5	-0.3
Cc1ccccc1NC(=O)Nc1nnc(Cc2ccc([N+](=O)[O-])cc2)s1	0.6	20.0	-2.4	-4.0	0.3	4.1	-6.6	1.5	-21.5	5.8
Cc1cc(=O)[nH]c(SCC(=O)NCCOc2ccccc2)n1	-0.4	-0.5	i	-3.8	-3.4	4.8	-1.4	5.9	-7.0	-0.6
CCOc1cc(C)ccc1OCc1nnc(SCC(=O)c2cccc([N+](=O)[O-])c2)n1C	0.4	-15.9	-10.0	-6.3	-8.1	-3.8	14.2	18.9	1.6	-1.1
COc1cc(NC(C)CCCN)c2ncccc2c1 (stereo unspecified)	-1.2	26.2	-1.0	-4.5	104.1*	-57.3	27.8	x	-33.7	x
Cc1ccccc1C1CC(=O)Oc2cc(O)ccc21 (stereo unspecified)	x	-151.0	-1.0	9.0	x	x	-5.3	x	x	x

Screening results from PubChem.
